Screening results deposited in PubChem BioAssay by several laboratories.
Mot1-301 SUMO = inhibitors of SUMOylation pathway: yeast Mot1-301 growth rescue; S. cerevisiae Mot1-301 growth rescue, ATP luminescence, 38.5C; percent above DMSO median, 100 means doubled; growth rescue, % at 18.8 µM; hit rate 1% among 320,000;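 active = every valid replicate shows activation above 250% relative to neutral control wells; inactive = the rest, any valid replicate at or below 250%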;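 note: OY570 slx delta 5 strain wells were the positive control but not used for scaling; some compounds called inactive have numbers as strong as hits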
Arr AP2 block = inhibitors of human beta-arrestin and AP2 interaction; FITC-arrestin peptide / GST-AP2 beads, flow cytometry; AP2 beta2 appendage carries R879A mutation; inhibition, % at 10 µM; hit rate 0.31% among 340,000;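 active = inhibition above a set limit, near 3 SD of compounds lacking own fluorescence, cut at about 54% in these data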;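 note: plate controls were DMSO wells for no effect and 5 µM unlabelled arrestin peptide for full effect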
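Material – GST-tagged AP2 beta2-adaptin appendage (R879A) on 4 µm glutathione beads · Probe or stimulus – fluorescein-tagged arrestin peptide at 50 nM final · Timing – 12 min plus 1 h, RT · Detection – bead flow cytometry, FITC channel · Read-out basis – inhibition as reduced fluorescein signal on beads, percent · Medium – PBS plus Tween 20 (0.05%) and BSA (0.1%)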
MOR-DOR ag = agonists of human mu-delta opioid receptor heterodimerization | activation, % at 9.3 µM | cells, OPRM1-OPRD1 heterodimerization, luminescence | hit rate 0.3% among 340,000 | P35372+P41143 | AID 504326; in the data active = activation above about 18%;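 note: 0% = vehicle-treated cells and 100% = reference agonist; values of inactives mirror those of a sister screen read the other way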
Target sequence (P35372 whole entry, looked up): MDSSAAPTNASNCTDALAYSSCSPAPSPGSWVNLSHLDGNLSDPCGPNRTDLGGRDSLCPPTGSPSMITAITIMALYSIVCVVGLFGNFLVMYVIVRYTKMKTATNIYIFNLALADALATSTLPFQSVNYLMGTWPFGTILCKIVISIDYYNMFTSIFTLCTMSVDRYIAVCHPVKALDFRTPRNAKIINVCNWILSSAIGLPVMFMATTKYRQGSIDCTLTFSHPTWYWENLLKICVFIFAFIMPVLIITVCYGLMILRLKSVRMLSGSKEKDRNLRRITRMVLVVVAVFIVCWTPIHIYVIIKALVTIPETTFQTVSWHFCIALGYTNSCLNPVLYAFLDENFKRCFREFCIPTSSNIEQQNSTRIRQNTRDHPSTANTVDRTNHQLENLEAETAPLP
Target sequence (P41143 whole entry, looked up): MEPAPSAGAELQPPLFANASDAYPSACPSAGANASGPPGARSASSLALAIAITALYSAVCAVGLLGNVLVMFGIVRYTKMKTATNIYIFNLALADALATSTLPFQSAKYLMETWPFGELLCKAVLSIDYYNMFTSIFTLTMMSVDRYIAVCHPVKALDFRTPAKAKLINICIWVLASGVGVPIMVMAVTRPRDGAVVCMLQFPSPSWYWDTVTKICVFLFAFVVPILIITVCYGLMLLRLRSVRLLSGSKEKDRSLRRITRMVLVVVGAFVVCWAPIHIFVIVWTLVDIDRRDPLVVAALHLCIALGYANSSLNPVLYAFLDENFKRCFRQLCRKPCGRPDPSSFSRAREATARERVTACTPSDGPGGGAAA
AddAB inh = less growth of phage-infected E. coli with AddAB; E. coli expressing H. pylori AddAB, absorbance growth; inhibition, % at 11.9 µM; hit rate 0.29% among 330,000; AID 435030; in the data active = inhibition above about 12%;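 note: 0% = vehicle wells of infected cells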
Ecoli viability = counter-screen for AddAB inhibitors: E. coli growth inhibition; hit rate 0.27% among 330,000; E. coli V3065 growth, OD600 absorbance, 18 h; inhibition, % at 11.9 µM;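 active = inhibition above the campaign's mean inhibition across all tested compounds plus 3 SD, cut at about 9.9% in these data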;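 note: uninfected addAB+ strain grown without phage in ampicillin broth; 0% = DMSO wells and 100% = ciprofloxacin 0.95 µg/ml wells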
PfHsp90 set2 = growth inhibition of yeast expressing Plasmodium Hsp90; S. cerevisiae expressing PfHsp90, BacTiter-Glo ATP, 48 h; yeast lacking PDR1 and PDR3 efflux regulators; inhibition, % at 9.4 µM; hit rate 0.32% among 310,000; AID 504621;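 active = every replicate shows inhibition above about 80%, whatever the replicate mean, limit read from the data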;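 note: 0% = DMSO neutral controls and 100% = 20 µM radicicol positive controls; yeast relying on Plasmodium falciparum Hsp90 in place of its own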
phage Ecoli inh = E. coli growth loss with phage present. growth absorbance. inhibition, % at 11.9 µM. hit rate 0.26% among 360,000. AID 651602; in the data active = inhibition above about 11%
PKA-R1A activ = activates the PKA-R1A holoenzyme complex; PKA-R1A dissociation, Cy5-IP20 fluorescence polarization; scaled: DMSO 0%, 113 µM cGMP 100%; P00514+P68181; activation, % at 11.4 µM; hit rate 0.083% among 340,000;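 active = percent activation above the mean of all tested compounds plus 3 SD, cut at about 19% in these data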;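 note: higher means more PKAc released from R1A so a rise in polarization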
Tat transport = inhibitors of E. coli Tat protein transport; E. coli MC4100 TorA-mCherry Tat export, fluorescence; inhibition, % at 10 µM; hit rate 0.036% among 340,000;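 active = mean replicate inhibition at least 50% and at least half of replicates individually reaching 50%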;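 note: exported cargo escapes ClpAP degradation while cytoplasmic cargo is degraded and loses fluorescence; 0% = median of neutral control wells and 100% = median of NaSCN control wells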
OPRM1-OPRD1 inv = inverse agonist of human OPRM1-OPRD1 heterodimerization | AID 504357 | P35372+P41143 | inhibition, % at 9.3 µM | cell-based MOR-DOR heterodimer luminescence, inverse agonism | hit rate 0.21% among 340,000; in the data active = inhibition above about 22%, passing the limit was not always enough;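 note: 0% = cells with DMSO and 100% = wells without cells with DMSO; values of inactives mirror those of a sister screen read the other way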
Pemphigus Ab inh = blocks pemphigus antibody binding to human desmoglein-3; P32926; hit rate 0.48% among 310,000; binding (percent of control), % at 10 µM; DSG3-coupled beads, scFv-anti-DSG3-GFP binding, flow cytometry; hits give low values;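 active = binding more than 3 SD below its plate's average and above zero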;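 note: hits lower antibody fragment binding to DSG3; some compounds called inactive have numbers as strong as hits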
Starred values were filed as active, the others as inactive; i = inactive; nt = not tested or not shown.

SMILES	Mot1-301 SUMO	Arr AP2 block	MOR-DOR ag	AddAB inh	Ecoli viability	PfHsp90 set2	phage Ecoli inh	PKA-R1A activ	Tat transport	OPRM1-OPRD1 inv	Pemphigus Ab inh
O=C(CSc1nc(O)cc(=O)n1-c1ccc(Cl)c(Cl)c1)Nc1ccc(Cl)cc1Cl	3	-5	1.8	0.3	4.7	-12	0.8	-6	6	-12	106
Cc1cc([N+](=O)[O-])nn1Cn1nc([N+](=O)[O-])cc1C	21	18	-0.8	1.9	3.2	-8	5.0	8	-6	4	107
CCc1c(C(=O)NCCc2ccc(OC)c(OC)c2)[nH]c(C)c1C(C)=O	1	10	-2.3	0.2	-1.5	nt	2.9	-12	-2	12	96
Cc1ccc(C(=O)NCCCNC(=O)c2ccco2)cc1C	23	6	-1.0	3.2	1.4	13	1.2	-5	12	6	nt
CCN1C(=O)CC(N2CCN(c3ccc(C(=O)c4ccccc4)cc3)CC2)C1=O (stereo not drawn)	10	-1	-0.9	5.1	-0.2	14	0.2	-7	-4	4	nt
CC(C)Cc1nnc(NC(=O)c2ccc3c(=O)n4c(nc3c2)CCC4)s1	-11	38	-0.6	2.6	-4.2	-26	-0.6	-3	-18	3	27
COc1ccc(S(=O)(=O)N2CCCC2)cc1C(C)C	5	-11	-1.3	0.1	-2.8	-19	3.8	-2	0	7	97
FC(F)Oc1ccc(NC(=S)NCc2ccccc2)cc1Cl	9	1	6.0	10	9.3	nt	11	-12	-8	-31	106
O=C(Oc1ccc2c3c(c(=O)oc2c1)CCCC3)c1ccco1	-10	13	1.5	1.5	0.7	13	3.6	-3	-3	-6	105
Cc1ccccc1NC(=O)CSc1nc(N)c2c3c(sc2n1)CSC(C)(C)C3	-12	-4	15	3.5	-0.3	-6	2.0	3	3	-83	121
O=C(CSc1cccc2cccnc12)OCC(=O)c1ccccc1	i	7	0.7	1.8	-0.5	nt	3.2	3	-23	-4	nt
CC1CCCN(C(=O)CN(C)S(=O)(=O)c2ccc3c(c2)c(=O)n(C)c(=O)n3C)C1 (stereo not drawn)	-1	14	-2.4	5.2	-1.7	-8	0.6	-4	4	12	104
CCc1nnc(SCC(=O)NCCC2=CCCCC2)nc1CC	-4	17	-3.8	4.9	2.6	15	4.7	2	8	20	106
Cc1ccccc1Cc1c(C)nc2ncnn2c1C	-9	-2	-2.1	0.4	-0.6	0	2.8	-6	0	11	103
CN(Cc1ccccc1)c1ccc([N+](=O)[O-])cc1C(=O)O	16	-11	-4.2	4.0	1.7	0	2.7	-12	-16	21	84
O=C(Nc1ccc(S(=O)(=O)N2CCOCC2)cc1)c1cccc(Br)c1	6	4	-2.8	1.6	1.4	0	3.7	0	0	14	115
Cc1cc(C)nc(N2CCCC(CCC(=O)NCc3ccc(F)c(F)c3)C2)n1 (stereo not drawn)	-23	0	0.9	4.6	0.8	5	3.5	5	-1	-5	97
Cc1ccc(-n2c(C)nn(CC#N)c2=O)cc1	-1	18	-0.1	6.9	0.6	-3	3.8	-11	-8	0	nt
CN(CCO)CCC(=O)NC1(C)CS(=O)(=O)CC1S(=O)(=O)O (stereo not drawn)	1	2	-3.7	-1.1	0.7	-23	0.1	-11	-3	19	94
Cc1cc(NC(=O)CSc2nc3c(cc2C#N)CCCCC3)no1	-1	11	1.4	1.4	3.1	-12	5.4	1	4	-7	nt
CCCC1C(C(=O)OCC)=C(C)NC(C)=C1C(=O)OCC	-7	1	2.8	1.5	-3.8	-14	0.0	-7	7	-13	nt
CCOC(=O)C1=C(COC(=O)/C=C/c2ccc(OC)cc2)NC(=O)NC1C (stereo not drawn)	nt	2	-3.5	nt	nt	nt	4.9	-3	-4	18	nt
Cc1c(C(=O)OCC(=O)NCCN2C(=O)CSC2=O)cccc1[N+](=O)[O-]	-3	26	-3.0	-0.1	1.8	43	0.4	7	9	11	104
CCC/C(O)=C1\C(=O)CCCC1=NCCCCCC(=O)O	-18	28	-2.2	1.6	-2.6	-4	2.1	-6	-6	12	105
O=C(NCC1CCCO1)C(=Cc1cccc([N+](=O)[O-])c1)C(=O)NCC1CCCO1 (stereo not drawn)	-19	12	-0.5	-1.5	-1.9	-18	2.4	-11	7	3	93
Nc1cccc2nsnc12	1	29	1.8	-0.4	-1.2	8	2.6	0	-2	-9	114
CC(=O)N(C)c1ccc(N=Nc2ccc3ncccc3c2)cc1	nt	0	-0.2	nt	nt	-4	0.7	-22	-3	1	116
C/C=C1\COC(C(=O)NCCCN2CCCC2=O)(C(F)(F)F)C=C1C=C(C)C (stereo not drawn)	1	-5	-3.3	3.5	-1.5	11	2.5	-11	12	19	105
CCOCCCNC(=O)C(c1ccc(Cl)cc1)N1CCC2(CC1)OCCO2 (stereo not drawn)	-17	-8	-0.3	-1.2	1.4	16	3.6	-1	19	2	96
C=CCNC(=O)CN1CCC(n2c(C)nc3cc(C(F)(F)F)ccc32)CC1	18	7	-1.6	2.9	-2.7	-25	1.6	-9	9	9	108
CCC(CC)NC(=O)c1cc(OC)c(OC)cc1[N+](=O)[O-]	1	31	-2.0	2.5	-1.9	18	2.9	-9	0	9	106
O=C(O)CCCNC(=O)CCCn1nnc2ccccc2c1=O	-7	10	-0.4	0.9	1.8	-21	0.4	7	3	2	103
COc1cccc(C2NC(=O)NC(C)=C2C(=O)Nc2ccc(C)cc2)c1 (stereo not drawn)	-10	-6	-3.5	-0.8	-0.9	-3	1.0	-6	5	18	101
CCN(Cc1ccccc1)S(=O)(=O)c1cc(C(=O)O)ccc1OC	-5	32	-0.9	-0.5	-1.7	-31	2.7	4	20	5	109
CN(C)CCCNc1ncc(C(F)(F)F)cc1Cl	-14	1	-0.9	4.0	-0.8	2	3.4	1	-6	5	96
CC(C)N1CCC(n2nccc2NC(=O)c2ccc3c(c2)OCO3)CC1	-2	-2	-3.3	2.6	0.3	-34	0.1	9	-6	17	117
Cc1[nH]c(=O)c(C#N)c(C)c1Cl	-8	2	-0.9	3.0	0.7	-33	2.4	-4	-3	5	107
CN(C)C(=S)NC(=S)Nc1ccc2ccccc2c1	nt	-16	-1.4	nt	nt	-154	-2.5	3	-8	6	89
CCN(CC)CCn1c2c(c(SCC(=O)Nc3nc4ccccc4s3)nc1=O)CCCC2	-6	33	-0.2	-0.2	-1.3	-4	-0.1	1	4	1	104
CC1CCN(CC(O)COc2cccc(F)c2)CC1 (stereo not drawn)	335	3	-0.1	3.7	-1.8	10	1.5	2	5	0	104
COc1ccc(NC(=O)C2CCCN2C(=O)OCc2ccccc2)c(OC)c1 (stereo not drawn)	39	3	-1.8	2.0	0.6	52	2.2	8	-7	11	107
Cc1cc(=O)oc2cc(OCc3ccc(C(=O)N4CCN(c5ccc([N+](=O)[O-])cc5)CC4)cc3)ccc12	nt	-1	-0.8	nt	nt	6	1.1	-5	-5	5	83
O=C(Cc1ccccc1)NNc1c2ccccc2nc2ccccc12	-16	11	2.1	0.7	-1.1	-9	4.0	1	-6	-12	101
O=C(Nc1ccc2c(c1)C(=O)NC2=O)c1ccc2ncsc2c1	-10	11	-4.3	2.8	-1.6	-5	2.6	3	0	20	101
Cc1cc(N)n(Cc2ccc(Cl)cc2)n1	6	14	-2.5	2.8	1.7	0	2.1	1	0	12	99
COCC(C)NC(=O)C(C)Oc1ccccc1 (stereo not drawn)	2	38	-0.9	0.2	-1.3	-5	1.8	-9	-1	5	102
O=C(NCc1ccco1)NC12CC3CC(CC(C3)C1)C2	10	17	-1.9	2.6	-0.7	44	3.8	-6	4	11	102
COc1cc(OC)cc(-c2c(-c3cccs3)c3cc(-c4ccc(N(C)C)nc4)ccc3n2C)c1	1	1	-4.0	-0.7	1.8	29	1.6	-6	-7	18	97
COc1cccc(NC(=O)CN(C)C(=O)c2cccc(NS(=O)(=O)c3ccccc3)c2)c1	-9	-6	-1.5	-1.6	-5.8	-23	4.7	-1	10	6	nt
Cc1ccc(NC(=O)c2ccc(S(=O)(=O)N3CCOCC3)cc2)nc1	-3	5	-3.2	3.9	0.1	51	0.7	-15	9	17	101

The list continues.
SMILES	Mot1-301 SUMO	Arr AP2 block	MOR-DOR ag	AddAB inh	Ecoli viability	PfHsp90 set2	phage Ecoli inh	PKA-R1A activ	Tat transport	OPRM1-OPRD1 inv	Pemphigus Ab inh
Cc1cccc(N(C(=O)CNC(=O)c2ccco2)C(C(=O)NC2CCCCC2)c2cccnc2)c1 (stereo not drawn)	-10	9	-1.2	2.6	-1.1	8	-2.1	-7	-4	9	nt
Cc1ccc([C@H]2C(C(=O)O)=CC[C@@H](c3cccs3)N2S(=O)(=O)c2ccc(C)cc2)cc1	83	4	0.5	3.0	-2.3	16	-0.6	-23	-1	-2	111
CCN(CCn1cccn1)C(=O)CC1C(=O)NCCN1Cc1ccc(F)c(F)c1 (stereo not drawn)	5	-5	-2.2	1.3	0.7	16	-2.3	-7	2	12	113
CCNc1cc(N2CCN(S(=O)(=O)c3ccc4c(c3)CCCC4)CC2)ccc1[N+](=O)[O-]	5	7	-0.8	-0.6	-1.9	-6	1.9	3	-3	4	93
CCC(C)(C)NC(=O)Cn1c(=O)oc2cc(S(=O)(=O)N3CC(C)CC(C)C3)ccc21 (stereo not drawn)	-4	-10	1.6	-0.6	-0.6	-9	-0.9	3	-6	-8	nt
CCOc1cccc(=O)c2c(C)n(C)c(C)c12	-1	4	-0.5	1.8	0.8	nt	0.6	-7	8	2	104
CCCn1c(=O)c2ccccc2n2c(SCC(=O)c3ccc(CC)cc3)nnc12	-14	11	0.0	4.3	1.6	-3	1.0	6	6	0	100
CCOc1cc(/C=N/OC(C)=O)ccc1OCc1ccccc1	18	5	-0.1	1.6	1.1	-10	6.2	-4	1	0	104
Cc1ccc(-n2c(-c3ccccc3)n[nH]c2=S)cc1	3	4	-1.3	-0.8	-0.6	-6	0.3	4	16	8	nt
CC(NC(=O)CSc1nnc(CC(=O)Nc2ccc(Cl)c(Cl)c2)n1C)c1ccccc1 (stereo not drawn)	-8	1	-4.1	0.7	-1.7	-2	2.0	7	5	21	109
CCC(=O)Nc1ccc2nc(C)n(Cc3ccccc3Cl)c(=O)c2c1	6	-4	-1.8	1.0	1.2	8	2.5	2	-2	9	98
C=CCNC(=O)/C(=C\C=C\c1ccccc1)NC(=O)c1ccc(OCCCC)cc1	-8	19	-1.3	1.6	1.4	-7	6.0	-9	-14	6	104
CC(C)C(NC(=O)OCc1ccccc1)C(=O)NC(Cc1ccc(O)cc1)C(=O)O (stereo not drawn)	-11	0	-0.7	-1.1	0.6	1	0.4	-1	-8	3	102
